Screening results: PubChem BioAssay, Vanderbilt High Throughput Screening Facility
AMPAR-TARP mod = modulators of GluA2-stargazin AMPA receptor complexes, primary screen, cell-based, membrane potential dye. AID 1259245, 2017. hit rate 3.5% among 40,000. Voltage-dependent calcium channel gamma-2 subunit (Mus musculus) + Glutamate receptor 2 …. HEK293 GluA2+stargazin, membrane potential dye (FDSS), glutamate EC50; hits were called plate by plate, in both directions. calls only at 30 µM;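 active = any of four per-well response measures lying three or more SD from its plate-wide compound average, in either direction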
Target sequence (O88602 whole entry, looked up): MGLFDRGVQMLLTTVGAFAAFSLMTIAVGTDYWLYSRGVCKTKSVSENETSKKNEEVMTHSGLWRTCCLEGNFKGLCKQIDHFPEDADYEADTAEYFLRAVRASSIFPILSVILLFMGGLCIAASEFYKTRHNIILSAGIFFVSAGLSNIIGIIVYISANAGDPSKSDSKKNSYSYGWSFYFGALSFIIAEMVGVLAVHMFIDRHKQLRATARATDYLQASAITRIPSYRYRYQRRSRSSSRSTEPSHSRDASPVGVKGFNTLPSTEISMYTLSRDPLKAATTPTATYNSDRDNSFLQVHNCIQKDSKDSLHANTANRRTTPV
Target sequence (P19491 whole entry, looked up): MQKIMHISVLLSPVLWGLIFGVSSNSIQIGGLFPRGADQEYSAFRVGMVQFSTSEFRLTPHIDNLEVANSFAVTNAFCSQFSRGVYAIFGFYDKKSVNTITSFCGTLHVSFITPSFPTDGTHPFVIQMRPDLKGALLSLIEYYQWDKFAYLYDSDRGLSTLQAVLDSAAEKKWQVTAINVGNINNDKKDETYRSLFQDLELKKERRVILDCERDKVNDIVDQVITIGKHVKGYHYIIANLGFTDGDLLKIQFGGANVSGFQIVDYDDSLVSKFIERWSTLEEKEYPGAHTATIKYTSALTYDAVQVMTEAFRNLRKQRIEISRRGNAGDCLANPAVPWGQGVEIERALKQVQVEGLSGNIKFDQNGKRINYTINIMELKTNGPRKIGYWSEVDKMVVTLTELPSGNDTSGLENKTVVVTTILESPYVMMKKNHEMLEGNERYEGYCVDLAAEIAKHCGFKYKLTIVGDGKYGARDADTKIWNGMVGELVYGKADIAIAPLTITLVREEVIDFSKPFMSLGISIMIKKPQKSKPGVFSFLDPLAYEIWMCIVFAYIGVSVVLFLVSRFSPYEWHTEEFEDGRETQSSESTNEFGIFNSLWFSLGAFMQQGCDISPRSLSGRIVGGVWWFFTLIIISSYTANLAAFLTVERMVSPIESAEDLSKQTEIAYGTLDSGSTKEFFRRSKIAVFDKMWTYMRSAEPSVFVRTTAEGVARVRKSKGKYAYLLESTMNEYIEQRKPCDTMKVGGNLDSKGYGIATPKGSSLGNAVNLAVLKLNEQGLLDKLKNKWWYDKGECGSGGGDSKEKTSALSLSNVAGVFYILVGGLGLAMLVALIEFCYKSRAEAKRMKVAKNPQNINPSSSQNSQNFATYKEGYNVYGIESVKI
AMPAR-TARP mod agonism max-min = recorded beside AMPAR-TARP mod, whose call it bears; compound max-min signal; compound-alone response (agonism);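 unitless range of fluorescence divided by baseline over first 100 seconds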
AMPAR-TARP mod glutamate slope = second read-out of AMPAR-TARP mod, no call of its own (marks repeat the call); glutamate slope, % of max; measured here: glutamate response slope, % max;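 scaled per plate between vehicle wells and maximal 1 mM glutamate control wells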
An asterisk follows results filed as active; i = inactive; + = active, no number; & = joins results of further samples. The list is partial, so the mix of outcomes need not match the whole.

SMILES	AMPAR-TARP mod	AMPAR-TARP mod agonism max-min	AMPAR-TARP mod glutamate slope
COc1ccccc1NC(=O)NCC(C)(O)c1ccc2c(c1)OCO2 (centres undefined)	i	0.12	39
COc1cc(C(=O)NCC(c2ccco2)N(C)C)c([N+](=O)[O-])cc1OC (centres undefined)	i	0.11	58
COc1cc([N+](=O)[O-])ccc1NC(=O)CCCS(=O)(=O)c1ccccc1	i	0.15	57
COc1ccc(SCCC(=O)Nc2nc(-c3ccc(OC)cc3)cs2)cc1	i	0.08	69
CC(C)n1ccc(-c2nnc(NC(=O)COc3ccc(Cl)cc3Cl)o2)n1	i	0.078	45
COc1cccc(NC(=O)C(=O)NCC(c2cccc(OC)c2)N2CCOCC2)c1 (centres undefined)	i	0.05	51
COc1ccc(-c2noc(-c3cc(C(C)C)[nH]n3)n2)cc1OC	i	0.11	68
O=C1/C(=C/c2ccccc2)Oc2cc(OC(=O)N3CCOCC3)ccc21	i	0.08	55
CC(C)N1CCc2c(sc(NC(=O)C(C)(C)C)c2-c2nc3ccccc3s2)C1	i	0.19	50
COc1ccc(CC(=O)NCC(c2ccco2)N(C)C)cc1OC (centres undefined)	i	0.084	55
Cc1nccn1CCNC(=O)C(=O)Nc1nccs1	i	0.14	41
Cc1cc2nc(N(CCN3CCOCC3)C(=O)CCc3ccccc3)sc2cc1C	i	0.044	50
Cn1nc(-c2ccccc2)cc1C(=O)Nc1cccc(-c2cnc3n2CCC3)c1	+	0.26*	45*
COc1cn(CC(=O)Nc2cccc(C(F)(F)F)c2)c(CSc2ncccn2)cc1=O	i	0.043	53
CCc1ccc(Oc2cc(N3CCC(C(=O)NCc4cc(OC)ccc4OC)CC3)ncn2)cc1	i	0.085	57
Cc1nc2ccccc2n1CC(O)COc1ccc(C(=O)c2ccccc2)cc1 (centres undefined)	i	0.1	64
CCOc1cn2c(cc1=O)C(=O)N(CCNC(=O)c1ccc(Cl)cc1)CC2	i	0.081	62
Cc1ccc(-c2csc(NC(=O)c3ccno3)n2)cc1C	i	0.11	66
CCc1nnc(NS(=O)(=O)c2ccc(NC(=O)c3ccc(OC)c(OC)c3)cc2)s1	i	0.086	76
Cc1ccccc1C(=O)N1CCN(c2ccc(N3CCC(C)CC3)nn2)CC1	i	0.096	46
COc1ccc(Cl)cc1NC(=O)Cn1c(C)cc(C)c(S(=O)(=O)c2ccccc2)c1=O	i	0.086	55
CCc1ccc2nc(N(Cc3ccccn3)C(=O)Cc3ccc(S(=O)(=O)CC)cc3)sc2c1	i	0.056	51
CC(C)NC(=O)c1ccc2c(=O)n(CC3CCCO3)c(SCC(=O)c3ccc(F)cc3)nc2c1 (centres undefined)	i	0.063	51
COc1ccc(/C=C2\SC(=S)N(c3cccc(C)c3C)C2=O)cc1OC	i	0.11	66
CC(C(=O)Nc1nc2ccc(S(C)(=O)=O)cc2s1)N1C(=O)c2ccccc2S1(=O)=O (centres undefined)	i	0.11	50
The results go on.
SMILES	AMPAR-TARP mod	AMPAR-TARP mod agonism max-min	AMPAR-TARP mod glutamate slope
O=C(CC1(O)C(=O)Nc2ccc(Cl)cc21)c1ccccn1 (centres undefined)	i	0.069	24
CCOCC(=O)N1CCN(c2nccn2CC)CC1	i	0.091	67
COC(=O)c1sccc1NC(=O)C1CC(=O)c2ccccc21 (centres undefined)	i	0.1	57
COc1ccc(CCNC(=O)Cc2csc(Nc3ccccc3)n2)cc1	i	0.14	49
O=C(NCCCN1CCOCC1)C(=O)NCc1cccs1	i	0.08	71
CCSc1ccc(CC(=O)Nc2nc(-c3ccccn3)cs2)cc1	i	0.12	49
COc1ccc(NC(=O)c2ccc(=O)n(Cc3cccc([N+](=O)[O-])c3)c2)cc1OC	i	0.06	56
CCOc1cc(C)c(C)cc1S(=O)(=O)N1CCN(CCO)CC1	i	0.084	46
O=C(CCN1C(=O)c2ccccc2S1(=O)=O)Nc1ccc2c(c1)OCO2	i	0.051	45
COc1cn(CC(=O)Nc2cccc(Cl)c2)c(CSc2nnc(C)s2)cc1=O	i	0.037	36
O=C(/C=C/c1ccccc1)NCCNc1ccc(Nc2ccncc2)nn1	i	0.16	46
FC(F)(F)c1ccc(CSc2ccc(-c3ccc4c(c3)OCO4)nn2)cc1	i	0.048	46
COc1cc(/C=C2\SC(=S)N(c3cccc(C(F)(F)F)c3)C2=O)ccc1O	i	0.07	82
CC(=O)c1ccccc1OC(=O)COc1ccc(Cl)cc1Cl	i	0.05	46
O=C(NC1CCCCC1N1C(=O)CSC1=O)c1ccc([N+](=O)[O-])o1 (centres undefined)	i	0.16	74
COc1cc(NC(=O)Cc2ccc(F)cc2)ccc1N1CCCC1=O	i	0.11	50
CC(=O)N1CCc2ccc(NC(=O)Nc3ccccc3Cl)cc2C1	i	0.065	51
O=C(NCCOc1ccc(-c2cccs2)nn1)C1c2ccccc2Oc2ccccc21	i	0.034	52
COc1ccc(C2NC(=O)NC(C)=C2C(=O)OC2CCCCC2)c(OC)c1 (centres undefined)	i	0.11	70
COc1cn(CC(=O)Nc2ccc(Br)cc2)c(CSc2nnnn2C)cc1=O	i	0.092	59
CC1Oc2ccccc2OC1C(=O)NCc1nn(C)c(=O)c2ccccc12 (centres undefined)	i	0.12	58
CN(C)S(=O)(=O)c1ccc(C(=O)NCC2CCN(S(=O)(=O)C3CC3)CC2)cc1	i	0.061	42
COc1ccc(S(=O)(=O)Nc2cc(-c3ccco3)nn2C2CCS(=O)(=O)C2)cc1 (centres undefined)	i	0.1	62
COc1ccc(S(=O)(=O)N2CCN=C2SCc2c(F)cccc2Cl)cc1	i	0.072	63
CCOc1ccc(C(=O)Nc2nnc(Cc3cccs3)o2)cc1	i	0.097	52
Additional compounds.
SMILES	AMPAR-TARP mod	AMPAR-TARP mod agonism max-min	AMPAR-TARP mod glutamate slope
O=C(NCC1CCN(Cc2ccccc2)CC1)C(=O)Nc1cccc(C(F)(F)F)c1	i	0.067	61
COC(=O)c1ccc(NC(=O)C(=O)NCCOc2ccc(F)cc2)cc1	i	0.11	46
COc1ccccc1-c1cnn2c(N3CCCCC3)cc(C)nc12	i	0.14	53
CCOC(=O)Nc1nc2ccc(OC)cc2s1	i	0.066	62
COc1ccccc1-n1nnnc1SCC(=O)Nc1ccc(C(=O)O)cc1	i	0.085&0.048	45&113
CCCCn1c(=O)c2ccccc2c2ccccc2c1=O	i	0.099	76
Cc1nc(NCCNC(=O)Nc2ccc(C)c(F)c2)cc(-n2cccn2)n1	i	0.12	63
O=C(Nc1ccccc1[N+](=O)[O-])C(=O)N1CCN(c2ccc(F)cc2)CC1	i	0.11	50
CC1CCc2cc(F)ccc2N1C(=O)c1ccc(=O)n(Cc2cccc([N+](=O)[O-])c2)c1 (centres undefined)	i	0.061	62
COc1ccc(CCNC(=O)Cc2cc(-c3cccs3)on2)cc1	i	0.042	46
CNS(=O)(=O)c1ccc(C(=O)Nc2ccccc2F)o1	i	0.11	68
O=C(CCCSc1ccc(NC(=O)C2CC2)nn1)NCc1cccs1	i	0.093	56
Cc1ccc(S(=O)(=O)NCC2COC3(CCCCC3)O2)cc1 (centres undefined)	i	0.13	85
Cn1c(=O)c2c(nc3n2CC(c2ccccc2)=NN3CC(N)=O)n(C)c1=O	i	0.086	32
CC(C)(C)c1ccc(C(=O)Nc2sc3c(c2-c2nc4ccccc4s2)CCCC3)cc1	i	0.075	29
COc1cc([N+](=O)[O-])cc2sc(NC(=O)c3ccno3)nc12	+	0.21*	64*
O=C(Nc1cccc(C(F)(F)F)c1)c1ccc(=O)n(Cc2ccc(C(F)(F)F)cc2)c1	i	0.093	52
CCn1nnc2c(N3CCN(CC(=O)NC4CC4)CC3)ncnc21	i	0.063	37
COc1ccc(C)cc1N1CCn2c1nc1c2c(=O)n(Cc2ccccc2C)c(=O)n1C	i	0.073	37
O=C(NCCn1nc(-c2cccs2)ccc1=O)Nc1ccccc1F	i	0.09	56
O=S(=O)(c1cccc2cccnc12)N1CCC(Cc2ccccc2)CC1	i	0.064	89
Cc1ccc(N2CCn3c2nn(CC(=O)Nc2c(C)cc(C)cc2C)c(=O)c3=O)cc1	i	0.066	31
CSc1ccccc1NC(=O)Cc1csc(-n2cccc2)n1	i	0.089	55
COc1ccc(Cl)cc1C(=O)N1CCC(c2ccccc2)C1 (centres undefined)	i	0.077	66
O=S(=O)(c1ccc(Br)cc1)N1CCN(CCn2cccn2)CC1	i	0.13	51
(next part)
SMILES	AMPAR-TARP mod	AMPAR-TARP mod agonism max-min	AMPAR-TARP mod glutamate slope
CCCNC(=O)Cn1cnc2c1c(=O)[nH]c(=O)n2C	i	0.11	66
COc1ccc(S(=O)(=O)Nc2cc3c4c(c2)CC(=O)N4CCC3)cc1	i	0.086	64
O=C(CNC(=O)C1Cc2ccc(Cl)cc2C(=O)O1)c1cccs1 (centres undefined)	i	0.1	59
OC(CNC12CC3CC(CC(C3)C1)C2)Cn1c2ccccc2c2ccccc21 (centres undefined)	i	0.066	39
O=c1oc2ccc(Cl)cc2cc1S(=O)(=O)c1ccccc1F	i	0.085	60
Cc1ccccc1C(=O)N1CCN(CCNC(=O)c2ccsc2)CC1	i	0.077	69
COC(=O)Cn1c(=O)c2c(nc3n(-c4ccc(Oc5ccccc5)cc4)c(C)c(C)n23)n(C)c1=O	i	0.045	42
COCCn1nnn(-c2ccc(NC(=O)NC3CCCCC3)cc2)c1=O	i	0.14	44
COc1cccc(NS(=O)(=O)c2ccc3nncn3c2)c1	i	0.096	55
O=C(NCC1CCN(C(=O)c2cc3ccccc3o2)CC1)Nc1c(F)cccc1F	i	0.044	19
COc1ccc(Cl)cc1C(=O)NCCCn1nc(-c2ccc(F)cc2)ccc1=O	i	0.071	62
COCCn1c(=O)c2c(nc(-n3nc(C)cc3C)n2C)n(C)c1=O	+	0.067*	90*
CC(C)c1c(C(=O)NCc2ccccc2)nnn1-c1ccccc1	i	0.11	55
O=C(NCC1COC2(CCCC2)O1)C(=O)Nc1ccc2c(c1)OCCO2 (centres undefined)	i	0.031	52
O=C(COc1ccccc1F)NCCOc1ccc2nnc(-c3ccccc3)n2n1	i	0.069	73
Cc1cc(C)n(CCNC(=O)c2nc(-c3cnccn3)no2)n1	i	0.15	86
COc1ccc(S(=O)(=O)N2CCN(c3cccc(Cl)c3)CC2)cc1[N+](=O)[O-]	i	0.079	33
O=C(NCC(O)c1ccccc1)c1ccc(Cl)c(S(=O)(=O)N2CCCCC2)c1 (centres undefined)	i	0.066	76
CCc1ccc(NC(=O)N2CCN(c3ccc(Nc4ccccn4)nn3)CC2)cc1	i	0.14	58
O=C1/C(=C/c2cccnc2)SC(=S)N1c1cccc(O)c1	i	0.064	46
O=S(=O)(Oc1c(Cl)cc(Cl)c2cccnc12)N1CCCCCC1	i	0.14	45
CSc1ccccc1C(=O)NCC1(c2cccs2)CCOCC1	i	0.1	44
CC1S/C(=C(\C#N)C(=O)NCCc2ccccc2)N(c2ccc(F)cc2)C1=O (centres undefined)	i	0.12	66
CCOC(=O)N1CCC(NS(=O)(=O)CCCOc2ccc(F)cc2)CC1	i	0.073	57
COC(=O)c1ccc(-c2csc(NC(=O)c3cc(C)n(C(C)C)n3)n2)cc1	i	0.1	65
Cc1cc2ncn(CC3CCN(S(=O)(=O)C4CC4)CC3)c2cc1C	i	0.095	57
CC(C)=C1SC(=O)N(CC(=O)Nc2ccc(F)cc2)C1=O	i	0.13	68
COC(=O)N1CCC(CNC(=O)c2ccc(Cl)cc2)CC1	i	0.095	64
Cc1ccc(S(=O)(=O)N(C)c2ccc(OCC(=O)N3CCOCC3)cc2)cc1	i	0.085	57
Cc1nn(C)cc1CN(C)C(=O)NC1CCCCC1	i	0.11	57

Shown bar-delimited: entries from further up
structure | AMPAR-TARP mod | AMPAR-TARP mod agonism max-min | AMPAR-TARP mod glutamate slope
O=C(NCC1CCN(C(=O)c2cc3ccccc3o2)CC1)Nc1c(F)cccc1F | i | 0.044 | 19
COc1ccc(Cl)cc1C(=O)NCCCn1nc(-c2ccc(F)cc2)ccc1=O | i | 0.071 | 62
COCCn1c(=O)c2c(nc(-n3nc(C)cc3C)n2C)n(C)c1=O | + | 0.067* | 90*
CC(C)c1c(C(=O)NCc2ccccc2)nnn1-c1ccccc1 | i | 0.11 | 55
O=C(NCC1COC2(CCCC2)O1)C(=O)Nc1ccc2c(c1)OCCO2 (centres undefined) | i | 0.031 | 52
O=C(COc1ccccc1F)NCCOc1ccc2nnc(-c3ccccc3)n2n1 | i | 0.069 | 73
Cc1cc(C)n(CCNC(=O)c2nc(-c3cnccn3)no2)n1 | i | 0.15 | 86
COc1ccc(S(=O)(=O)N2CCN(c3cccc(Cl)c3)CC2)cc1[N+](=O)[O-] | i | 0.079 | 33
O=C(NCC(O)c1ccccc1)c1ccc(Cl)c(S(=O)(=O)N2CCCCC2)c1 (centres undefined) | i | 0.066 | 76
CCc1ccc(NC(=O)N2CCN(c3ccc(Nc4ccccn4)nn3)CC2)cc1 | i | 0.14 | 58
O=C1/C(=C/c2cccnc2)SC(=S)N1c1cccc(O)c1 | i | 0.064 | 46
O=S(=O)(Oc1c(Cl)cc(Cl)c2cccnc12)N1CCCCCC1 | i | 0.14 | 45
CSc1ccccc1C(=O)NCC1(c2cccs2)CCOCC1 | i | 0.1 | 44
CC1S/C(=C(\C#N)C(=O)NCCc2ccccc2)N(c2ccc(F)cc2)C1=O (centres undefined) | i | 0.12 | 66
CCOC(=O)N1CCC(NS(=O)(=O)CCCOc2ccc(F)cc2)CC1 | i | 0.073 | 57
COC(=O)c1ccc(-c2csc(NC(=O)c3cc(C)n(C(C)C)n3)n2)cc1 | i | 0.1 | 65
Cc1cc2ncn(CC3CCN(S(=O)(=O)C4CC4)CC3)c2cc1C | i | 0.095 | 57
CC(C)=C1SC(=O)N(CC(=O)Nc2ccc(F)cc2)C1=O | i | 0.13 | 68
COC(=O)N1CCC(CNC(=O)c2ccc(Cl)cc2)CC1 | i | 0.095 | 64
Cc1ccc(S(=O)(=O)N(C)c2ccc(OCC(=O)N3CCOCC3)cc2)cc1 | i | 0.085 | 57
Cc1nn(C)cc1CN(C)C(=O)NC1CCCCC1 | i | 0.11 | 57
